KCNQ2 inh: KCNQ2 potassium channel inhibitors, primary screen, cell-based, CHO-K1, FluxOR thallium flux, B-score (AID 2156); 20 min; active compounds read low; B-score at 10 µM; 310,000 compounds, 1.1% hits;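 active = fluorescence ratio B-score at most minus 3 library SDs, with starting brightness B-score within 2 library SDs, cut at about -5.5 in these data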
Kir21 block: blocks the mouse Kir2.1 inward-rectifier potassium channel; 310,000 compounds, 0.85% hits; HEK293-Kir2.1, FluxOR thallium flux fluorescence; active compounds read low; B-score at 10 µM;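 active = fluorescence ratio B-score at or below minus 3 SD of library scores, with starting-brightness B-score within 2 SD, cut at about -4.2 in these data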;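 also: channel flux triggered by added potassium and thallium sulfate stimulus; B-score of peak minus minimum fluorescence over baseline after thallium stimulus; more negative B-score means stronger Kir2.1 block with less thallium influx; some compounds called inactive have numbers as strong as hits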
Target sequence (P35561 whole entry, looked up): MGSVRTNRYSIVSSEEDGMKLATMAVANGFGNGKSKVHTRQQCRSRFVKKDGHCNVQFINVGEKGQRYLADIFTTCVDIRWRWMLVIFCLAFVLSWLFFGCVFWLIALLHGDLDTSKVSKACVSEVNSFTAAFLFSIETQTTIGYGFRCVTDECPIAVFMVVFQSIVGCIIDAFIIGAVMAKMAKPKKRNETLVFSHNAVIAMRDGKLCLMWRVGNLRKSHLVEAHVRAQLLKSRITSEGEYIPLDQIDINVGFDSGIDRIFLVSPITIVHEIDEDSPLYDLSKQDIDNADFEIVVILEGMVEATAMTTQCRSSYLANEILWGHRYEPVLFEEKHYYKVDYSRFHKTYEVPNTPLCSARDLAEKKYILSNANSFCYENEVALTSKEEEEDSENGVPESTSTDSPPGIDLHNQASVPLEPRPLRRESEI
* = called active by the depositor; i = inactive.

Molecule	KCNQ2 inh	Kir21 block
COc1cc(C2NC(=O)NC(c3ccccc3)=C2C(C)=O)c(Br)c(Br)c1O (stereo unspecified)	i	0.27
CCCN(CCC)C(=O)C1CCN(c2ccc(S(=O)(=O)N3CCOCC3)cc2[N+](=O)[O-])CC1	i	-0.46
O=C(Cc1ccccc1)NNC(=S)NC(=O)c1cccs1	i	-0.79
Cc1c(C(=O)NC(=S)Nc2ccccc2N2CCCC2)cccc1[N+](=O)[O-]	i	0.09
CC(C)N(Cc1ccccc1)C(=O)C1CCN(c2ncnc3c2nc2n3CCCCC2)CC1	i	-0.95
COc1ccc(NC(=O)NNC(=O)C(C)Oc2ccc(C(C)C)cc2)c(OC)c1 (stereo unspecified)	i	0.46
CCN(CC)S(=O)(=O)c1ccc(Oc2ccccc2)cc1	i	0
O=[N+]([O-])c1cccc2c3c([nH]c12)CCCC3	i	0.91
O=C(NCc1ccc(F)cc1)c1cc(C(=O)C2CC2)c[nH]1	i	-1.7
CC(C)(C)c1ccc(OCC(=O)OCCNC(=O)c2cccnc2)cc1	i	0.54
COc1cccc(CN2CC(C(=O)NCCc3ccc(C)s3)CCC2=O)c1 (stereo unspecified)	i	0.86
N=C1C(c2ccccc2)=C(O)C2CCc3ccccc3N12 (stereo unspecified)	i	0.34

The list continues:
Molecule	KCNQ2 inh	Kir21 block
CC(=O)N1N=C(c2ccncc2)CC1c1ccccc1O (stereo unspecified)	i	-0.09
O=C(Cn1ccc(C(F)(F)F)n1)N/N=C/c1ccc(N2CCOCC2)cc1	i	0.03
Cc1nc(SCc2ccc(Cl)c(Cl)c2)ncc1C(=O)O	i	0.13
COc1ccc(C(=O)NN2CC(O)=C(c3nc4ccccc4n3C)C2=N)cc1OC	i	-0.35
COc1cc(C(=O)NCC(=O)OCC(=O)c2cccc3ccccc23)cc(OC)c1OC	i	0.04
O=C(CCNS(=O)(=O)c1cccs1)Nc1ccccc1F	i	0.89
Cc1cc(C)n(CC2CC(=O)N(c3cc(Cl)cc(Cl)c3)C2=O)n1 (stereo unspecified)	i	-1.5
COc1cccc(CNC(=O)CCCCCn2c(=S)[nH]c3ccc(N4CCOCC4)cc3c2=O)c1	i	0.02
CCN1CCC(n2nccc2NC(=O)c2ccccc2Cl)CC1	i	-1.5
CCc1cc(=O)[nH]c(SCC(=O)N2CCOCC2)n1	i	-0.03
NC(=O)CCc1c[nH]c2ccccc12	i	0.23
CCn1c(SCC(=O)Nc2c(C)n(C)n(-c3ccccc3)c2=O)nc2c1c(=O)n(C)c(=O)n2C	i	0.12

New compounds follow:
Molecule	KCNQ2 inh	Kir21 block
COc1ccc(OCC(=O)Nc2ccc(NC(=O)c3ccco3)cc2)cc1	i	-0.09
O=C(CSc1nnc(-c2ccccc2)o1)N1CCN(c2ccccc2)CC1	i	0.96
Cc1ccc(C(=O)CCC(=O)Nc2ccc(Cl)c(S(=O)(=O)Nc3cccc(Cl)c3)c2)cc1	i	0.53
COCCN(C(=O)CSc1nncn1-c1ccccc1)c1c(N)n(Cc2ccccc2)c(=O)[nH]c1=O	i	0.99
CCN(CC(=O)Nc1c(F)cccc1F)C(=O)CCSc1ccc(F)cc1	i	-0.01
O=C(NCCc1c[nH]c2ccccc12)C(=O)c1c[nH]c2ccccc12	i	0.49
O=C(Nc1ccc(S(=O)(=O)N2CCCCC2)cc1)C1CCCO1 (stereo unspecified)	i	-0.03
CC(NC(=S)NCCCN1CCOCC1)C12CC3CC(CC(C3)C1)C2 (stereo unspecified)	i	-0.09
CNC(=O)C(=O)N1CCC2(CC1)OCCN2S(=O)(=O)c1ccc(C)cc1	i	0.2
COc1ccccc1C1c2[nH]c3ccccc3c2C[C@H]2C(=O)N(C3CCN(Cc4ccccc4)CC3)CC(=O)N12 (stereo partly specified)	i	2.5
CCOC(=O)C1=C(COC(=O)CCOc2cccc(C)c2)NC(=O)NC1C (stereo unspecified)	i	-1.4
CCN(CC)S(=O)(=O)c1ccc(C(=O)OC2CCCCC2CN(C)C)cc1 (stereo unspecified)	i	0.8

Carrying on:
Molecule	KCNQ2 inh	Kir21 block
COc1ccc(C[C@H](C)NC[C@@H](O)c2ccc(O)c(NC=O)c2)cc1	i	0.02
CCCC(c1nnnn1CS(=O)(=O)c1ccc(C)cc1)N1CCN(CC)CC1 (stereo unspecified)	i	0.58
COC(=O)c1c(NC(=O)c2ccccc2N(C)S(=O)(=O)c2ccccc2)sc2c1CCCC2	i	0
COc1cc2ccccc2cc1C(=O)Nc1ccc(O)cc1	i	-0.8
CSc1nnc(NC(=O)c2ccc(C)c(S(=O)(=O)N3CCOCC3)c2)s1	i	-0.66
CCN1CCN(C(=O)c2ccc3c(c2)N(Cc2ccc(F)cc2)C(=O)c2ccccc2S3=O)CC1 (stereo unspecified)	i	0.25
COC(=O)c1sccc1NC(=O)Nc1cccc(C)c1	i	-2
Cc1ccc(N2C(=O)[C@@H]3C(C(=O)C(c4ccccc4)c4ccccc4)=NN[C@@H]3C2=O)cc1	i	1.6
CS(=O)(=O)c1ccc(NC(=O)CN2C(=O)C3CCCCC3C2=O)cc1 (stereo unspecified)	i	-0.35
O=C(Nc1nc(-c2cccnc2)cs1)c1ccccc1F	i	1.3
O=C(C1=C(O)C(=O)N(CC2CCCO2)C1c1ccccc1F)c1ccco1 (stereo unspecified)	i	-0.32
COc1ccc(/C=C/C(=O)c2ccoc2)cc1	i	-2.3

(next part)
Molecule	KCNQ2 inh	Kir21 block
COc1ccccc1-n1c(C)nnc1SCC(=O)Nc1cc(C)cc(C)c1	i	0.53
CC(C)=CCCC(C)CN1CCC(O)CC1 (stereo unspecified)	i	-1.3
Cc1cc(C(=O)NNC(=O)c2sccc2C)c(C)o1	i	-1.6
COc1ccc(C(NC(C)=O)c2nccc3cc(OC)c(OC)cc23)cc1OC (stereo unspecified)	i	0.18
CC(C)(C)c1ccc(S(=O)(=O)N2CCCC2C(=O)NC2=NCCS2)cc1 (stereo unspecified)	i	-0.22
CC1=CC2=NC(=O)CC(C)(C(=O)N(CC(=O)NC3CCCC3)Cc3ccc(Cl)cc3)N2C=C1 (stereo unspecified)	i	0.7
N#CCCn1nc(-c2ccccc2)c2ccccc2c1=O	i	-0.05
CCN1CCN(C(=O)c2ccc(CSc3ccc(C)cc3)cc2)CC1	i	-1.1
O=C(Nc1ccc(Br)cn1)c1ccc(Cl)s1	i	0.21
COc1ccc(N2CCN(CCCNC(=O)C3CCC(CNc4nc(=S)[nH]c5ccccc45)CC3)CC2)cc1 (stereo unspecified)	i	1.6
CN(C)c1nc(C(F)(F)F)cc(=O)[nH]1	i	0.47
O=C(N/N=C/c1cccc(Oc2ccccc2)c1)c1ccncc1	i	-0.29

More results follow:
Molecule	KCNQ2 inh	Kir21 block
Cc1ccc(S(=O)(=O)N2CCCCC2)c2nsnc12	i	-1.9
O=S(=O)(N1CCCCC1)N1CCNCC1	i	0.04
CCn1cc(C(=O)N[C@@H](C)C(=O)NCCCN2CCOCC2)c(=O)c2cc3c(cc21)OCO3	i	0.36
CCOc1ccc(Br)cc1C1=NN(C(C)=O)C(c2ccc([N+](=O)[O-])s2)O1 (stereo unspecified)	i	0
COc1ccc(-c2ccc(Nc3ccc(C(=O)N4CCOCC4)cc3)nn2)cc1OC	i	0.43
O=C1SC(Cc2ccccc2)C(=O)N1c1ccccc1 (stereo unspecified)	i	0.45
CCn1cc(C(=O)NCC(C)C)c(=O)c2cc(F)c(N3CCN(C(=O)c4ccco4)CC3)cc21	i	1.3
COC(=O)C1=C(C)OC(N)=C(C#N)C1c1c(C)nn(C)c1C (stereo unspecified)	i	0
CCCS(=O)(=O)N1CCN=C1SCc1cccc2ccccc12	i	-0.84
O=S(=O)(Nc1nccs1)c1ccc(Nc2nnc(-c3ccccc3)c3ccccc23)cc1	i	0.71
O=C(C1=C[C@H](c2ccc3c(c2)OCO3)C[C@H](OCCCCO)O1)N1CCN(Cc2ccc3c(c2)OCO3)CC1	i	-0.39
COc1ccc(CC2(CO)CCN(Cc3cnn(-c4ccc(F)cc4)c3)CC2)cc1	i	-1.5

Continued.
Molecule	KCNQ2 inh	Kir21 block
CCn1nc(NC(C)=O)c2cc3ccc(C)cc3nc21	i	1.7
CCOc1ccc2[nH]c3c(=O)n(CCC4=CCCCC4)cnc3c2c1	i	0.88
CN(Cc1cn[nH]c1-c1ccc(-c2ccccc2)cc1)CC1CCOCC1	i	-0.61
Clc1cccc(Cl)c1C[n+]1cccc2ccccc21	i	0.15
Cc1ccc(NC(=O)COC(=O)Cc2ccsc2)cc1S(=O)(=O)N1CCOCC1	i	-0.34
Cc1occc1C(=O)NC1CCCc2ccccc21 (stereo unspecified)	i	-1.7
O=C(COC(=O)[C@H](Cc1c[nH]c2ccccc12)NC(=O)c1ccc(Cl)cc1)Nc1ccc2c(c1)OCO2	i	0.75
COC(=O)C1=C(N)Oc2cc(C)[nH]c(=O)c2C1c1ccc(Cl)cc1 (stereo unspecified)	i	-0.77
Cc1ccc(S(=O)(=O)NC2c3cccc4cccc(c34)C2Sc2n[nH]c(N)n2)cc1 (stereo unspecified)	i	3
O=S1(=O)CCOC[C@H](Cc2ccccc2)N1Cc1cccc(Cl)c1	i	-1.2
COc1ccc(N2C(=O)C(CC(=O)Nc3ccccc3)N(Cc3cccs3)C2=O)cc1 (stereo unspecified)	i	0.44
CCCCOC(=O)Nc1ccccc1C(=O)OC	i	0.02

More records.
Molecule	KCNQ2 inh	Kir21 block
O=C(NNc1nc2c(F)cccc2s1)C1COc2ccccc2O1 (stereo unspecified)	i	-0.55
CC(=O)Nc1ccc(S(=O)(=O)Nc2ccc(NC(=O)c3ccco3)cc2)cc1	i	-0.95
COc1ccc(NS(=O)(=O)c2ccc(-c3n[nH]c(=S)n3Cc3ccccc3)cc2)cc1	i	1.1
COC(C(=O)N/N=C(\C)c1ccc(O)cc1)c1ccccc1 (stereo unspecified)	i	0.36
COc1ccccc1NC(=O)NCC(=O)Nc1c(C)cccc1C	i	-1
COc1ccc(C(=O)NCCS(=O)(=O)N(C)C2CCCCC2)cc1	i	-0.68
CCOc1ccc(N2C(=O)CC(NCCNc3ccc([N+](=O)[O-])cn3)C2=O)cc1 (stereo unspecified)	i	0.25
C#CCOCCOCCOCCNc1nc(N2CCN(C(=O)Cn3cc(CC(C)O)nn3)CC2)nc(N2CCN(C(=O)Cn3cc(CC(C)O)nn3)CC2)n1 (stereo unspecified)	i	0.06
COc1ccc(Cc2c(C)nc(N)nc2Cl)cc1	i	0.64
CC(Oc1cc2oc(=O)c3c(c2cc1Cl)CCCC3)C(=O)NCCN1CCOCC1 (stereo unspecified)	i	1.3
Cc1cc2c(C)c(C)c(=O)[nH]c2cc1N	i	1
Clc1nc(-c2ccccc2)cc(-c2ccc(Br)cc2)n1	i	-1.4

New compounds follow
Molecule	KCNQ2 inh	Kir21 block
Cc1cc(Cl)ccc1C(=O)C1CCCN(C(=O)c2cscn2)C1 (stereo unspecified)	i	-0.92
COc1ccc(C(=O)CSc2nc(SC)ns2)cc1OC	i	1.3
CCn1c(Cc2ccccc2)nnc1SCc1ccc([N+](=O)[O-])cc1	i	-2.7
CCNS(=O)(=O)c1ccc(CCC(=O)NCc2ccccc2)cc1	i	-2.2
Cc1nc(SCC(=O)N2CCN(C(=O)c3ccco3)CC2)c2c(C)c(C)sc2n1	i	-1.8
COC(=O)c1c(-c2cccs2)csc1NC(=O)CSc1ncnc2sc(C)c(C)c12	i	0.13
COC(CSc1ncnc2c1oc1nc3c(cc12)COC(C)(C)C3)OC	i	2.3
O=C(N/N=C/c1ccccn1)c1cccc(S(=O)(=O)Nc2ccccc2Cl)c1	i	0.38
CCC1Oc2ccc(C)cc2N(CC(=O)NCCCN2CCOCC2)C1=O (stereo unspecified)	i	-2
CN(C)S(=O)(=O)N1CCC(Oc2ccc(C(=O)N3C[C@@H]4CCC[C@H]3C4)cc2)CC1	i	-1.4
Cc1ccc(S(=O)(=O)N(C)C)cc1NC(=O)COC(=O)/C=C/c1ccc2c(c1)OCO2	i	0.19
Cc1ccc(S(=O)(=O)N2CCC(C(=O)C3C(=O)CCCC3=O)CC2)cc1	i	1.6

Further records:
Molecule	KCNQ2 inh	Kir21 block
CCOc1ncccc1C(=O)Nc1ccc2nc(C)sc2c1	i	0.38
C/C=C/C(=O)N1CC2(CC(c3cccc(NC(=O)CC)c3)=NO2)C[C@H]1C(N)=O (stereo partly specified)	i	-2.3
O=C(O)c1cn(Cc2ccccn2)c(=O)c2ccccc12	i	-0.95
Cc1cc2ncn(S(=O)(=O)c3ccc(S(=O)(=O)N4CCCCCC4)cc3)c2cc1C	i	-1.4
O=C(N/N=C/C=C/c1ccccc1)c1ccccc1Br	i	0.28

From PubChem
